SW480 rereplic: A quantitative high throughput screen for small molecules that induce DNA re-replication in SW480 colon adenocarcinoma cells; SW480 DNA re-replication, Hoechst DNA content imaging, 48 h; Potency, µM (top dose mostly 46.1 µM), for inactives: top-dose re-replication activation, usual class: activators; 340,000 compounds, 1.8% hits; also: potency is read from the fitted curve at half-maximal effect; % of control where 0% means no effect; nearly all actives have a fitted effect of over 55% in size
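Image-based read-out: total Hoechst fluorescence of nuclei (405 nm excitation, 500-530 nm emission), with hits raising the fraction of high-intensity nuclei. SW480 colon cells incubated 48 hr with compounds at 37 C.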
IL1B secr inh: qHTS for Inhibitors of Inflammasome Signaling: IL-1-beta AlphaLISA Primary Screen; activity change, % at 57.5 µM; 360,000 compounds, 4.7% hits; AID 743279, 2014; THP-1 LPS/ATP IL-1B secretion, AlphaLISA, 16 h; hits give low values; in the data active = activity change below about -50%; inconclusive = mostly about -30% to -49%; also: % is scaled to controls: 0 for no effect and ±100 for the full control effect
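THP-1 cells pretreated 1 hr with compounds (up to 57.5 uM final), then stimulated with LPS (250 ng/mL final) plus ATP (1.25 mM final); secreted IL-1B measured by AlphaLISA after 16 hr, decreased signal indicating inhibition.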
HT1080NT lethal: qHTS for induction of synthetic lethality in tumor cells producing 2HG: qHTS for the HT-1080-NT fibrosarcoma cell line; Potency, µM (series often up to 46.1 µM), inactives show top-dose activity, negative = less viability, actives largely listed as cytotoxic; 360,000 compounds, 1.6% hits; HT-1080-NT fibrosarcoma viability, CellTiter-Glo ATP luminescence, 48 h;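 also: NT is the 2HG producing partner of a matched IDH1 knockdown line; potency is read from the fitted curve at half-maximal effect; 0% = DMSO-treated cells and -100% = media-only wells without cells; nearly all actives have a fitted effect of over 55% in size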
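Viability of the 2HG-overproducing fibrosarcoma line after 48 hours of compound exposure at 37 degrees C was determined by luminescence with CellTiter-Glo, and concentration-effect curves were then fitted and categorized.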
DRD3 agonist: qHTS of D3 Dopamine Receptor Agonist: qHTS | D(3) dopamine receptor (Homo sapiens), P35462 | D3R DiscoveRx beta-arrestin cells, luminescence, 90 min | max activation, % | 410,000 compounds, 0.58% hits; in the data active = max activation above about 30%; also: 0% is about no effect; mostly tested at two doses, the higher about 12 µM
Target sequence (P35462 whole entry, looked up): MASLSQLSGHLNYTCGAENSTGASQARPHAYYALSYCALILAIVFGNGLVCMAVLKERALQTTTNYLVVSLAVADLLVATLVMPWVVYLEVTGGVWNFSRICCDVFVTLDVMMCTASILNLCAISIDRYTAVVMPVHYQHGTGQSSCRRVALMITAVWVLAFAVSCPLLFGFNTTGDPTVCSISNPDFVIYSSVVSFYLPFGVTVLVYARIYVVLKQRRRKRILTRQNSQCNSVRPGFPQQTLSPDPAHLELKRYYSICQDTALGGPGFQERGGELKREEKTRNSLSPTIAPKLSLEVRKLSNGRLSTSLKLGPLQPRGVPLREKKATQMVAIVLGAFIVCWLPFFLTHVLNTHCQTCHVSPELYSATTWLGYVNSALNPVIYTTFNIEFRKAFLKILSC
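Cells at 1500/well, incubated overnight, then treated with pinned compounds (dopamine as control) for 90 min at 37 degrees C. DiscoveRx reagent added for 30 - 60 minutes at room temperature; luminescence read.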
KB-V1 cytotox: qHTS assay for MDR1-selective chemotherapeutics: Primary screen using the drug-selected MDR subline cells KB-V1. 400,000 compounds, 3.4% hits. AID 1347076, 2019. KB-V1 MDR cells viability, CellTiter-Glo, 72 h. Potency, µM (series often up to 46.1 µM), inactives show at the top dose activity change, negative = cytotoxicity, actives largely listed as cytotoxic; also: potency is read from the fitted curve at half-maximal effect; % is scaled to controls: 0 for no effect and ±100 for the full control effect; nearly all actives have a fitted effect of over 60% in size
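KB-V1 MDR subline cells in DMEM (phenol-red free, 10% FBS) exposed to compounds in qHTS concentration series for 72 h at 37 degrees C. Viability read by CellTiter-Glo luminescence; concentration-effect curves fitted after normalization and correction.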
KB-3-1 tox: qHTS assay for MDR1-selective chemotherapeutics: Primary screen using the parental adenocarcinoma cell KB-3-1. KB-3-1 viability, CellTiter-Glo ATP luminescence, 72 h. Potency, µM (titrated, usually from 46.1 µM), without a hit: at the top dose activity change, negative = cytotoxic, most hits filed as cytotoxic. 400,000 compounds, 1.4% hits. AID 1347075, 2019; also: potency is read from the fitted curve at half-maximal effect; % is scaled to controls: 0 for no effect and ±100 for the full control effect; nearly all actives have a fitted effect of over 60% in size
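Cytotoxicity measured as CellTiter-Glo luminescence after 72 h at 37 C. Compound titrations were pinned onto drug-naive KB-3-1 parental adenocarcinoma cells grown in DMEM with 10% FBS, and normalized data fitted to concentration-response curves.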
HT1080 IDH1KD tx: qHTS for induction of synthetic lethality in tumor cells producing 2HG: qHTS for the HT-1080-IDH1KD cell line; HT-1080 IDH1 knockdown viability, ATP luminescence, 48 h; Potency, µM (series often up to 46.1 µM), for the others: top-dose activity, negative = toxicity, most hits filed as cytotoxic; 360,000 compounds, 2% hits; AID 686971, 2013;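 also: potency is read from the fitted curve at half-maximal effect; 0% = DMSO wells and -100% = cell-free medium wells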
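Assay cells: HT-1080 with IDH1 knockdown, 750 per well, RPMI/5% FBS. Exposure: 48 h at 37 °C following 2 h pre-incubation. Read: CellTiter-Glo luminescence; fitted concentration-response, curve class assigned.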
MCF10A rereplic: A quantitative high throughput screen for small molecules that induce DNA re-replication in MCF 10a normal breast cells; 350,000 compounds, 2.9% hits; MCF 10A DNA re-replication, Hoechst nuclear intensity, 48 h; Potency, µM (series often up to 46.1 µM), inactives show at the highest dose activity, positive = re-replication, actives largely listed as activators; also: potency is read from the fitted curve at half-maximal effect; % of control where 0% means no effect; nearly all actives have a fitted effect of over 50% in size
GLP1R cytotox: qHTS of GLP-1 Receptor Inverse Agonists: Cytotox Screen; HEK293 cAMP-luciferase reporter cells, luminescence, 24 h; Potency, µM (top dose mostly 38.3 µM), inactives show top-dose activity change, negative = inhibition, actives largely listed as inhibitors; AID 624418, 2012; 410,000 compounds, 0.13% hits;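 also: loss of luciferase light is scored as toxicity; potency is read from the fitted curve at half-maximal effect; % is scaled to controls: 0 for no effect and ±100 for the full control effect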
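Step one: seed cells (200 cells/uL, DMEM with 10% Nu serum, 1% pen-strep). Step two: 12-hour incubation at 37 deg C. Step three: pin 23 nL compound, incubate 24 hr. Step four: add luciferase reagent, read luminescence 12 min later.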
Active calls of the source: *; i = inactive; u = inconclusive; x = no result given; [ ] = another dose, or the depositor's remark. Unless noted, calls follow the shape of the dose curve; as a rule, active = well fitted curve in the direction sought with a large enough effect; inconclusive = small, poorly fitted or top-dose-only effect, or another doubt; inactive = no such curve, though single readings can be large; an effect the other way counts as inactive or inconclusive.

SMILES	SW480 rereplic	IL1B secr inh	HT1080NT lethal	DRD3 agonist	KB-V1 cytotox	KB-3-1 tox	HT1080 IDH1KD tx	MCF10A rereplic	GLP1R cytotox
CCN(CC(=O)NCc1ccc(Cl)cc1)C(=O)CN1C(=O)NC(C)(c2ccccc2)C1=O (stereo not drawn)	4.0%	i	4.6%	1.8	4.6%	-8.9%	3.0%	-1.5%	19.4%
CCCCC1CC2=C(C(=O)OC(C)(C)O2)C(c2ccc(F)cc2)O1 (stereo not drawn)	x	11.4	10.9%	4.9	1.6%	0.0%	3.2%	x	-2.6%
O=C(CCc1ccccc1)Nc1cc2c3c(c1)CC(=O)N3CCC2	-17.6%	1.3	4.8%	5.5	-13.2%	8.6%	-16.9%	-1.2%	-3.6%
Cc1cc(F)ccc1S(=O)(=O)NCC1CC2CCC1C2 (stereo not drawn)	-27.3%	54.6	5.3%	0.5	-10.9%	-2.4%	4.7%	14.9%	5.2%
OC1(c2ccc(F)cc2)CCN(Cc2nnnn2Cc2cccs2)CC1	-1.5%	-7.9	-6.7%	-3.6	-20.9%	3.2%	0.0%	0.9%	-14.3%
Cc1cccc(CCNC(=O)CCS(=O)(=O)c2ccc(Br)cc2)c1	11.4%	-1.8	2.2%	1.5	-6.1%	0.9%	6.5%	21.9%	4.9%
O=C(NCc1n[nH]c(=S)n1-c1cccc(Cl)c1)c1ccc(S(=O)(=O)N2CCCC2)cc1	-4.6%	2.9	4.9%	-12.9	-1.1%	23.5%	-0.4%	-5.1%	4.8%
O=C(C1CCCN1S(=O)(=O)c1cccc2nsnc12)N1CCCCCC1 (stereo not drawn)	-20.9%	-13.7	12.5%	3.3	-19.7%	0.0%	7.6%	2.9%	-5.8%
Cc1cccc(C)c1OCc1nnc(SCC(=O)NCCc2ccccc2)o1	-0.8%	-6.0	1.7%	-3.8	-3.9%	-12.3%	4.2%	-0.2%	-13.2%
CCOc1cc(NC(=O)c2ccccn2)c(OCC)cc1NC(=O)c1cccc(C)c1	25.6%	-2.4	0.7%	-0.8	-3.1%	12.6%	2.1%	u	16.1%

An excerpt of these results, bar-delimited:
SMILES | SW480 rereplic | IL1B secr inh | HT1080NT lethal | DRD3 agonist | KB-V1 cytotox | KB-3-1 tox | HT1080 IDH1KD tx | MCF10A rereplic | GLP1R cytotox
CCN(CC(=O)NCc1ccc(Cl)cc1)C(=O)CN1C(=O)NC(C)(c2ccccc2)C1=O (stereo not drawn) | 4.0% | i | 4.6% | 1.8 | 4.6% | -8.9% | 3.0% | -1.5% | 19.4%
O=C(C1CCCN1S(=O)(=O)c1cccc2nsnc12)N1CCCCCC1 (stereo not drawn) | -20.9% | -13.7 | 12.5% | 3.3 | -19.7% | 0.0% | 7.6% | 2.9% | -5.8%
Cc1cccc(CCNC(=O)CCS(=O)(=O)c2ccc(Br)cc2)c1 | 11.4% | -1.8 | 2.2% | 1.5 | -6.1% | 0.9% | 6.5% | 21.9% | 4.9%

Additional structures follow.
SMILES	SW480 rereplic	IL1B secr inh	HT1080NT lethal	DRD3 agonist	KB-V1 cytotox	KB-3-1 tox	HT1080 IDH1KD tx	MCF10A rereplic	GLP1R cytotox
O=C(CSc1nnc(-c2ccccc2)n1-c1ccc(Cl)cc1)NNC(=S)Nc1ccccc1	-2.8%	-7.8	-0.8%	-0.7	u	15.4%	-0.4%	-0.8%	-10.7%
O=C(CSc1nc2ccccc2[nH]1)Nc1ccc2c(c1)CCC2	-10.3%	4.8	-2.6%	-5.4	u	2.2%	18.1%	u	-14.1%
COc1ccccc1CNC(=O)C1=C(C)C(=O)OC12CCC(C)CC2 (stereo not drawn)	-2.6%	10.8	4.6%	1.9	0.0%	-8.7%	1.8%	-3.6%	0.5%
CCOc1ccc(NC(=S)Nc2ccc(OCc3ccccc3)cc2)cc1	1.8%	-9.8	4.0%	2.7	4.5%	-0.6%	6.8%	-1.6%	-3.8%[1.53 µM]
Cc1ccc(C(=O)NCC(=O)N2CCc3ccccc3C2)cc1C	-9.3%	-6.0	2.4%	8.5	-3.3%	12.7%	10.2%	1.5%	2.8%
O=C(Cn1nc(-c2ccco2)ccc1=O)Nc1ccc(Br)cc1	-25.0%	-9.9	-11.1%	8.9	11.4%	11.9%	-1.7%	3.7%	4.3%
CCOC(=O)/C(=C/c1ccc(Cl)cc1)NC(=O)c1ccco1	-2.0%	14.7	-0.8%	-7.3	-21.8%	-0.2%	-0.8%	-0.8%	-17.7%
O=C(Nc1ccon1)C(Sc1ccccc1)c1ccccc1 (stereo not drawn)	2.8%	0.0	2.2%	3.5	-7.3%	1.0%	-3.3%	-0.6%	-12.0%
N=c1n(Cc2ccccc2Cl)c2ccccc2n1CC(O)c1ccco1 (stereo not drawn)	-0.6%	-3.6	-16.7%	-9.2	-3.8%	0.8%	-19.2%	-1.1%	-1.1%[0.307 µM]
CCOC(=O)C1=CCN(S(=O)(=O)c2ccccc2Br)C1c1ccc(C)cc1 (stereo not drawn)	x	0.0	u	4.0	0.0%	-0.1%	u	x	0.4%
CCCCN1CCC(=O)C(C(=O)OCC)=C1C(=O)OCC	-1.4%	-1.9	3.4%	7.2	0.6%	4.7%	7.4%	-1.4%	-4.4%
CCC(=O)Nc1ccc2c(c1)ncn2-c1ccccc1	-5.0%	-3.0	16.6%	1.2	11.2%	u	7.4%	-2.0%	-13.7%
CC1CCN(CCCCOc2ccccc2Br)CC1	15.3%	-23.4	-8.1%	-19.3	1.3%	6.8%	-6.0%	16.7%	-3.9%
O=C(COC(=O)c1cc(S(=O)(=O)N2CCOCC2)ccc1F)Nc1cc([N+](=O)[O-])ccc1F	-2.5%	-21.8	1.9%	4.7	12.6%	6.8%	-1.8%	27.2%	0.0%
CCCNC(=O)Nc1ccc(C(F)(F)F)cc1	3.7%	u	5.1%	-3.6	-12.4%	-6.1%	12.2%	-4.1%	2.8%
O=C(c1cc2ccccc2c(=O)o1)N1CCc2ccccc2C1	-0.6%	7.5	7.9%	-1.0	u	-4.4%	16.0%	-7.7%	4.3%
CC(=O)C1=C(C)OC(N)=C(C#N)C1c1cccc([N+](=O)[O-])c1 (stereo not drawn)	-0.2%	5.3	-2.8%	-3.5	11.9%	-0.6%	-9.4%	-6.0%	0.2%
COc1ccc(CCNC(=O)Cc2ccc(OC)c(OC)c2)cc1OC	u	-10.4	-4.8%	-6.2	u	-15.0%	-4.8%	-2.8%	-0.9%
COC(=O)c1ccc(NS(=O)(=O)c2ccccc2)o1	-2.3%	10.7	5.3%	1.7	0.0%	5.7%	21.8%	-0.9%	-0.1%[7.66 µM]
CC1=NN(C(=O)c2ccccc2F)C(O)(c2ccc(Cl)cc2)C1 (stereo not drawn)	-6.7%	-10.6	2.6%	-2.8	-1.8%	-19.4%	-10.1%	u	12.8%
CCc1ccc(NC(=O)CSc2ncc(S(=O)(=O)c3cc(C)ccc3C)c(=O)[nH]2)cc1	x	x	x	7.5	8.6%	17.9%	x	x	-5.7%
O=C(Nc1nnc(-c2ccccc2SCc2ccccc2)s1)Nc1ccccc1F	3.66µM*	59.6	u	-2.5	3.5%	-9.9%	u	1.9%	-19.3%
O=C(NC1CCCCCC1)C1CCCN(S(=O)(=O)c2cnc[nH]2)C1 (stereo not drawn)	5.1%	2.1	0.0%	-4.7	1.6%	-1.8%	-1.3%	26.0%	9.2%
CC12CC(NC(=O)N1c1cccc(C(=O)NCc3ccccn3)c1)c1ccccc1O2 (stereo not drawn)	-26.1%	-5.2	3.7%	5.0	9.2%	2.8%	0.3%	-0.9%	1.1%
S=c1[nH]nc(-c2cc3c(s2)-c2ccccc2CC3)o1	8.2µM*	28.6	-0.6%	1.2	2.7%	-0.1%	-8.2%	u	x
O=C(CNC(=O)c1ccncc1)N/N=C/c1ccccn1	-6.4%	3.4	-2.8%	0.0	24.6%	-1.9%	-1.0%	0.8%	2.6%
Nc1cc(=O)[nH]c(SCC(=O)c2ccc(F)cc2)n1	-3.3%	17.3	4.9%	4.6	14.4%	0.5%	-0.5%	u	-6.5%
O=C(NCc1ccccc1C(F)(F)F)c1cccc2c1C(=O)c1ccc(N3CCC(N4CCCCC4)CC3)cc1S2(=O)=O	x	-103.4*	-4.4%	6.0	u	-4.2%	-10.6%	x	21.4%
CN(c1nnc(NC(=O)Nc2ccc(Br)cc2)s1)C1CCCCC1	x	x	x	8.6	13.3%	18.7%	x	x	0.6%
CCOC(=O)C1CCCN(C(=S)Nc2cccc(Cl)c2)C1 (stereo not drawn)	-4.0%	19.8	-0.1%	1.5	-7.3%	3.5%	-14.5%	-1.5%	-19.8%
Cc1ccc(Oc2nc(-c3ccccc3)ncc2S(=O)(=O)c2ccc(C)cc2)cc1	-8.6%	14.4	0.4%	2.5	-16.0%	u	-0.6%[9.24 µM]	12.8%	54.7%
O=C(COc1ccc2ccccc2c1)NNC(=O)c1cnccn1	-4.3%	11.1	-9.4%	-4.7	-20.5%	4.9%	-5.8%	u	-4.6%
Cc1ccc(F)c([C@H]2[C@@H]3C=CCC[C@@]3(C)C(=O)N2Cc2ccccc2)c1	-3.6%	32.1	-3.8%	7.6	-6.6%	-14.1%	-2.8%	23.1µM*	-60.0%
CC(=O)c1c[nH]c(C(=O)NCc2cccc(C(F)(F)F)c2)c1	-9.8%	0.0	-26.1%	8.8	-10.8%	-13.9%	-11.3%	1.4%	-13.1%

Compound activity: PubChem, National Center for Advancing Translational Sciences (NCATS)
